# Tn6 DDE FP = inhibitors of Tn6 peptide binding to fibrin DD(E), primary screen, biochemical, fluorescence polarization, human fibrin, Tn6 probe. Fibrinogen beta chain (Homo sapiens), P02675. Fibrin DD(E) TRITC-Tn6 fluorescence polarization displacement. inhibition, % at 8.3 µM. 370,000 tested, 0.21% active. AID 720509, 2013;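 active = inhibition above a per-campaign cutoff: mean of compounds within control limits plus 3 SD, cut at about 15% in these data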;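 also: 0% = median of all compound wells on the plate and 100% = blocking peptide control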
# GAA850 FXN act = FXN promoter activators, primary screen, cell-based, luciferase luminescence, HEK293 lucGAA850. HEK293 lucGAA850 FXN promoter luciferase reporter, 24 h; percent of 10 µM SAHA response. activation, % at 6 µM. 360,000 tested, 0.56% active;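 active = activation above the average of all compounds screened plus 3 SD, cutoff fixed separately per campaign, cut at about 7.5% in these data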;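 also: 0% = DMSO wells and 100% = 10 µM SAHA wells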
# HGIII-sPLA2 inh = human group III sPLA2 inhibitors, primary screen, biochemical, QFRET, BODIPY PC-A2 liposome substrate; 370,000 tested, 0.56% active; inhibition, % at 12.2 µM; QFRET BODIPY PC-A2 liposome hydrolysis, fluorescence; Group 3 secretory phospholipase A2 (Homo sapiens), Q9NZ20; AID 743126, 2013;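 active = inhibition above mean plus 3 SD of compounds lying within the high and low control bounds, cut at about 19% in these data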;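 also: 0% = median of test compound wells and 100% = no enzyme DMSO wells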
# GC-A act = GC-A stimulated cGMP production enhancers – HEK293 GC-A cells, cGMP TR-FRET, EC30 ANP, primary screen; 0% at EC30 ANP, 100% saturating ANP; AID 1671463, 2021; Atrial natriuretic peptide receptor 1 (Homo sapiens), P16066; 370,000 tested, 0.14% active; activation, % at 10 µM; in the data active = activation above about 40%
# Target sequence (P16066 whole entry, looked up): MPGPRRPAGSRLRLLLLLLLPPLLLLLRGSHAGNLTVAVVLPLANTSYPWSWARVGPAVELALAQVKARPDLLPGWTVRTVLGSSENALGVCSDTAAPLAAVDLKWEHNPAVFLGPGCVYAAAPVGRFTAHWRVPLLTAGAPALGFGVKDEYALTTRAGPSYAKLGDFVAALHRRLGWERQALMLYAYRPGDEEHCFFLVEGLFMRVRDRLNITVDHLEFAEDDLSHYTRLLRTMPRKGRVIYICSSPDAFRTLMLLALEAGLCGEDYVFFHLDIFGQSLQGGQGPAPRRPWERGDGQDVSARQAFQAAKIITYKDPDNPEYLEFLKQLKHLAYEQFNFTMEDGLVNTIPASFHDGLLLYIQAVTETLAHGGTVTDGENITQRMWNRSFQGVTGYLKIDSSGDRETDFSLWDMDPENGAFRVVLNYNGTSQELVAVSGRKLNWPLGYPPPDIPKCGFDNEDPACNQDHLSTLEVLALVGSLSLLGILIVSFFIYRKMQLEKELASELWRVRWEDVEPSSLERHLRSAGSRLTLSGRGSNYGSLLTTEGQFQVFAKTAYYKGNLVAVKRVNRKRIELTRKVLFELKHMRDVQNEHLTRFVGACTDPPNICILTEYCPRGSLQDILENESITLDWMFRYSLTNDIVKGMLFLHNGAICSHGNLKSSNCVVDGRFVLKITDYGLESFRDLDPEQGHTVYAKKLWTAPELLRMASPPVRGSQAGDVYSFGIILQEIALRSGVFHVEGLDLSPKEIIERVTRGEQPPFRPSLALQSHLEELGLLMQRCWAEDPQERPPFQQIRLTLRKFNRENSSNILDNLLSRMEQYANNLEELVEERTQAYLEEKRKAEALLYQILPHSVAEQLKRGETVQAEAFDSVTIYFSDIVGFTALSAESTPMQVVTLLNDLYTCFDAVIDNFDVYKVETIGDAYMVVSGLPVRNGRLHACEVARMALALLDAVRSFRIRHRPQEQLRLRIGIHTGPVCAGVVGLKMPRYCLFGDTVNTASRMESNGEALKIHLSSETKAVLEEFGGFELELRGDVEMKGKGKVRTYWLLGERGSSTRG
# rCAG binder = binders of r(CAG) RNA repeats, primary screen, biochemical, fluorescence; AID 651821, 2012; r(CAG) RNA repeat, TO-PRO-1 dye displacement fluorescence; 370,000 tested, 1.3% active; inhibition, % at 3 µM;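 active = inhibition above the plate cutoff, the mean of all test compounds on that plate plus 3 SD, cut at about 35% in these data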;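 also: 0% = DMSO alone and 100% = 100 µM mitoxantrone as full dye displacement; higher means more dye released from RNA so lower well fluorescence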
# GC-B act = human GC-B receptor activators, primary screen, HEK293 GC-B cells, cGMP TR-FRET, EC30 CNP | Atrial natriuretic peptide receptor 2 (Homo sapiens), P20594 | 0% at EC30 CNP, 100% saturating CNP | activation, % at 10 µM | 370,000 tested, 0.11% active | AID 1920062, 2024;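 active = activation at 10 µM reaching about 35% in either raw or pattern-adjusted values, limit read from the data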
# proKLK7 act = proKLK7 zymogen activators, primary screen, biochemical, fluorescence intensity; Kallikrein-7 (Homo sapiens), P49862; activation, % at 7 µM; purified proKLK7, EDANS-DABCYL substrate fluorescence; 100% is mature enzyme control, 0% vehicle; 370,000 tested, 0.9% active; AID 652039, 2013;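 active = activation above the mean of all tested compounds plus 3 SD, computed per campaign excluding outliers beyond control limits, cut at about 13% in these data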
# ARFGAP1 inh = inhibitors of rat ARFGAP1 GAP activity, primary screen, biochemical, fluorescence polarization, GDP tracer. ADP-ribosylation factor GTPase-activating protein 1 (Rattus norvegicus), Q62848. Arfgap1-stimulated ARF1 GTP hydrolysis, GDP FP detection. inhibition, % at 16.5 µM. 360,000 tested, 0.26% active. AID 651572, 2012;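 active = inhibition above a per-plate limit, mean inhibition of low control wells plus 3 SD, cut at about 25% in these data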;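 also: 0% = DMSO wells with enzyme and 100% = wells lacking Arfgap1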
#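 System: truncated rat Arfgap1 GAP domain / Benchmarks: high control wells lacking Arfgap1, low control full reaction with DMSO / Times: compound-enzyme preincubation 20 min, reaction 120 min, detection 60 min, 25 °C / Repeats: one replicate per compound / Also added: human ARF1(Δ1-17)-GTP substrate / Measured by: Tracer-displacement fluorescence polarization with EDTA stop, 620/688 nm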
# ADAM10 inh = human ADAM10 inhibitors, primary screen, biochemical, QFRET, HTS | Disintegrin and metalloproteinase domain-containing protein 10 (Homo sapiens), O14672 | recombinant ADAM10, EDANS/DABCYL FRET peptide cleavage, 3 h | 370,000 tested, 0.62% active | inhibition, % at 7 µM | AID 720582, 2013;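 active = inhibition above a per-campaign cutoff equal to the mean of compounds falling between control-based bounds plus 3 SD, cut at about 20% in these data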;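 also: 0% = DMSO wells while the 100% control is not disclosed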
# ASAP1 GAP inh = inhibitors of human ASAP1 ArfGAP activity, primary screen, biochemical, fluorescence polarization; Arf-GAP with SH3 domain, ANK repeat and PH domain-containing protein 1 (Homo sapiens), …; ASAP1-stimulated ARF1 GTP hydrolysis, GDP FP detection; inhibition, % at 16.5 µM; 360,000 tested, 0.19% active; in the data active = inhibition above about 25%;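 also: 0% = vehicle with enzyme and substrate and 100% = no enzyme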
# * = called active by the depositor; . = no result given.
SMILES,Tn6 DDE FP,GAA850 FXN act,HGIII-sPLA2 inh,GC-A act,rCAG binder,GC-B act,proKLK7 act,ARFGAP1 inh,ADAM10 inh,ASAP1 GAP inh
Clc1ccc(CNC23CN4CN(CN(C4)C2)C3)c(Cl)c1,0,2.3,-1,-1,0,4,-0.2,-3,1,5
COc1cc(OC)c(N(C)S(=O)(=O)c2cccc(C(=O)Nc3nc(C)cs3)c2)cc1Cl,1,-0.7,1,0,9,3,-0.2,17,-3,11
CC1CCCCN1CCNC(=O)C1CCN(S(=O)(=O)N2CCCCC2)CC1 (configuration not stated),8,1.0,3,-1,-4,-2,-0.1,-1,2,-1
CC(C)C[C@H](NC(=O)c1nc[nH]c1C(=O)N1CCc2ccccc2C1)C(=O)OC(C)(C)C,2,-1.9,-16,0,-9,-2,-0.2,11,13,4
COc1ccccc1C(=O)N/C(=C\c1ccccc1)C(=O)NC(Cc1ccccc1)C(=O)O (configuration not stated),-5,0.4,5,3,13,4,-0.2,-6,-3,-2
Cc1ccc(CCNC(=O)CNS(=O)(=O)c2ccc3nc(C)sc3c2)cc1,-3,1.8,-13,1,-5,0,0.8,1,-2,6
CC1CCc2cc(F)ccc2N1C(=O)CSc1nnc2c3cc(F)ccc3n(C)c2n1 (configuration not stated),2,0.7,5,-1,3,2,-0.4,1,9,7
CCOC(=O)c1cnc2c(C)c(Cl)ccc2c1N1CCOCC1,3,-0.5,3,1,2,-12,-0.5,3,0,9
Cc1ccccc1OCC(=O)NCCc1nc2ccccc2[nH]1,5,0.9,0,-2,0,-4,-0.6,10,4,6
Cc1ccc(S(=O)(=O)N2CCCOC2CNC(=O)C(=O)NCCCn2ccnc2)cc1 (configuration not stated),0,0.2,-3,0,-4,-2,0.0,0,-4,2
COC(=O)[C@@]1(Sc2ccc(C)cc2)CC(=O)N(c2cccc(SC)c2)[C@@H]1c1ccccc1,-1,.,-2,-3,6,-2,-0.2,-5,-21,-4
c1ccc(C2=NC(c3ccccc3)CC2)cc1 (configuration not stated),2,1.8,-1,0,4,1,-0.4,-4,-30,6
CC(C)n1cc(/C=C2/NC(=O)NC2=O)c2ccccc21,10,1.4,11,-7,-1,-10,0.1,5,-8,-8
O=[N+]([O-])c1ccc(/C=[N+](\[O-])CCO)o1,2,1.1,-2,2,-1,1,-0.1,9,-2,0
C[C@H](NC(=O)c1nc[nH]c1C(=O)NCC(=O)OC(C)(C)C)C(=O)OCc1ccccc1,2,0.5,-19,-1,-9,8,-0.4,5,4,0
COc1ccccc1/C=C(/C(=O)OCC(=O)Nc1ccc(N(C)C)cc1)c1ccccc1,-4,3.8,4,-6,7,-12,-0.7,8,10,4
Cc1cccc(NC(=O)c2ccc3[nH]c(=O)c(=O)[nH]c3c2)n1,0,-0.7,0,4,6,-1,-11,-4,-28,-4
O=C(c1ccccc1)N1CCCCCC1,3,0.7,1,4,-1,2,-0.2,1,2,-8
Cc1cccc(-c2nc(S(=O)(=O)c3ccccc3)c(N3CCOCC3)o2)c1,6,1.6,5,0,-5,0,0.1,-6,2,1
Cc1ccc(/C=N/NC(=O)Cc2cccs2)o1,-1,1.2,-1,2,1,-3,0.0,-4,0,1
O=C(NCc1ccco1)C1CCCN(S(=O)(=O)c2cccc3cccnc23)C1 (configuration not stated),-4,0.4,6,3,4,2,0.2,3,-14,-5
CCOC(=O)N1CCC(NC(=O)CN2C(=O)CSc3ncccc32)CC1,-1,-0.6,2,2,1,-8,-0.4,2,-8,-5
COc1ccc(-n2c(SCC(=O)Nc3ccc(C(=O)O)cc3)nnc2-c2cccs2)cc1,-8,1.0,1,-2,24,3,-0.6,2,-13,-1
CC(O)(c1ccccc1)C(c1ccccc1)C1CCCCN1 (configuration not stated),-4,0.6,5,-7,1,-5,0.4,6,2,-9
CC(C)OC(=O)/C(C#N)=C/c1cn(Cc2ccccc2)c2ccccc12,5,1.3,-1,4,7,-5,-10,9,5,-4

# (list continues)
SMILES,Tn6 DDE FP,GAA850 FXN act,HGIII-sPLA2 inh,GC-A act,rCAG binder,GC-B act,proKLK7 act,ARFGAP1 inh,ADAM10 inh,ASAP1 GAP inh
N#Cc1c(NCc2ccccc2)ccnc1Cl,-1,-1.6,8,-5,1,-4,-0.1,-4,-5,0
CN(C)c1ccc(S(=O)(=O)N2CCCCC2)cc1NC(=O)CN1C(=O)NC2(CCCC2)C1=O,4,1.7,2,2,3,1,0.1,-1,0,-1
Cc1ccc(NC(=O)/C(C#N)=C/c2cc(C)n(-c3ccc(N4CCOCC4)c([N+](=O)[O-])c3)c2C)c(C)c1,1,2.3,3,-1,3,1,-0.2,-7,0,13
N/C(CS(=O)(=O)c1ccccn1)=N\OC(=O)c1ccccc1Cl,-4,5.0,-3,1,0,-1,0.0,-6,3,-1
O=C1c2ccccc2C(=O)N1CCSc1nncs1,-6,0.5,-2,1,0,1,0.2,8,-2,0
COc1cccc(CN2CCN(Cc3ccco3)CC2)c1,3,-1.3,1,-3,-1,-1,-0.7,4,0,6
CC(C)c1ccccc1OCCCN1CCCC1,-1,2.6,-6,-4,-3,-9,0.4,6,12,5
Cc1ccccc1NC(=O)NCCCN1CCN(C2CCCCC2)CC1,-6,2.1,-5,0,-2,-7,0.1,0,1,-5
CC(=O)Nc1ccc(NC(=O)C(C)OC(=O)CNS(=O)(=O)/C=C/c2ccc(C)cc2)cc1 (configuration not stated),8,-0.3,-16,1,5,4,0.1,-1,3,-1
CC1Nc2ncnc(N3CCc4ccccc4C3)c2N(Cc2ccc(Br)cc2)C1=O (configuration not stated),5,-0.7,9,-8,9,-9,0.1,-12,-14,1
Cc1ccc(S(=O)(=O)NCc2ccccc2)cc1C(=O)NCCc1ccc(S(N)(=O)=O)cc1,-2,-3.0,-2,-1,7,3,0.6,7,-1,6
CCCCN(C(=O)c1cccc(N2C(=O)c3ccccc3C2=O)c1)c1c(N)n(CC(C)C)c(=O)[nH]c1=O,5,-1.0,3,1,0,-1,-0.4,4,-2,0
COC(=O)COc1cccc2c(=O)n(CC(=O)N3CCC(C)CC3)ccc12,-2,-0.3,-1,5,-2,4,0.1,-3,-12,8
NNC(=O)CSc1nnc(-c2ccccc2)n1-c1ccccc1,-2,0.9,-11,-2,2,0,-0.6,10,3,-2
CCN=c1sc(C(=O)OC)cc(=O)n1CC,5,3.6,-1,5,-1,0,0.3,1,-9,-3
CC1CCCCN1CC(=O)Nc1cc(S(=O)(=O)N2CCOCC2)ccc1N1CCCC1 (configuration not stated),2,1.4,0,-4,-1,-1,-0.7,-9,-14,-14
O=C(CN1CCN(c2ccccc2O)CC1)Nc1ccc(S(=O)(=O)N2CCCCCC2)cc1,0,1.9,-13,-3,0,1,0.8,-7,10,-18
O=c1[nH]nc(Br)c(=O)n1C(c1ccccc1)c1ccccc1,4,-1.6,-4,1,1,-4,-0.1,-2,0,-4
Cc1nc(SCC(=O)NC2CCS(=O)(=O)C2)c2c3c(sc2n1)CCCC3 (configuration not stated),1,4.1,18,-4,2,-13,0.4,12,-3,-6
CCCn1c(N)c(C(=O)CN2CCN(S(=O)(=O)c3cccc(Cl)c3)CC2)c(=O)[nH]c1=O,-1,-1.7,-2,-2,3,1,-0.5,-5,-4,-5
CCOC(=O)C1CCN(c2c(NCCCN(CC)Cc3ccccc3)c(=O)c2=O)CC1,2,-0.6,2,2,-6,3,1.2,-8,6,6
COc1ccc(NC(=O)CCN2CCCC(C)C2)cc1 (configuration not stated),-6,0.8,2,1,-4,1,0.6,7,-7,-7
N#Cc1ccc(C(=O)OCC(=O)Nc2cccc(S(=O)(=O)NC3=NCCC3)c2)cc1,-6,-0.6,-3,-4,5,3,0.3,-1,-5,4
O=C1C2C3C=CC(C3)C2C(=O)N1c1ccc(-c2nc3ccccc3c(=O)o2)cc1 (configuration not stated),-1,1.1,-13,6,12,4,-0.4,7,-4,2
CC1CCCC(C)N1C(=O)COC(=O)c1cc(=O)[nH]c2ccccc12 (configuration not stated),2,0.2,-2,2,0,0,-4.8,-10,-155,4
Cc1nn(C2CCS(=O)(=O)C2)c(Cl)c1/C=C/C(=O)OCC(=O)c1cc(C)n(-c2ccc(F)cc2)c1C (configuration not stated),3,-0.1,-12,-2,7,-1,0.1,-1,9,-4

# Grouped by structure, the entries above containing a nitro group on carbon (two)
SMILES,Tn6 DDE FP,GAA850 FXN act,HGIII-sPLA2 inh,GC-A act,rCAG binder,GC-B act,proKLK7 act,ARFGAP1 inh,ADAM10 inh,ASAP1 GAP inh
O=[N+]([O-])c1ccc(/C=[N+](\[O-])CCO)o1,2,1.1,-2,2,-1,1,-0.1,9,-2,0
Cc1ccc(NC(=O)/C(C#N)=C/c2cc(C)n(-c3ccc(N4CCOCC4)c([N+](=O)[O-])c3)c2C)c(C)c1,1,2.3,3,-1,3,1,-0.2,-7,0,13

# Some of the entries above in another layout.
COc1cccc(CN2CCN(Cc3ccco3)CC2)c1
  Tn6 DDE FP = 3
  GAA850 FXN act = -1.3
  HGIII-sPLA2 inh = 1
  GC-A act = -3
  rCAG binder = -1
  GC-B act = -1
  proKLK7 act = -0.7
  ARFGAP1 inh = 4
  ADAM10 inh = 0
  ASAP1 GAP inh = 6
CC(C)c1ccccc1OCCCN1CCCC1
  Tn6 DDE FP = -1
  GAA850 FXN act = 2.6
  HGIII-sPLA2 inh = -6
  GC-A act = -4
  rCAG binder = -3
  GC-B act = -9
  proKLK7 act = 0.4
  ARFGAP1 inh = 6
  ADAM10 inh = 12
  ASAP1 GAP inh = 5
Cc1ccccc1NC(=O)NCCCN1CCN(C2CCCCC2)CC1
  Tn6 DDE FP = -6
  GAA850 FXN act = 2.1
  HGIII-sPLA2 inh = -5
  GC-A act = 0
  rCAG binder = -2
  GC-B act = -7
  proKLK7 act = 0.1
  ARFGAP1 inh = 0
  ADAM10 inh = 1
  ASAP1 GAP inh = -5
CC(=O)Nc1ccc(NC(=O)C(C)OC(=O)CNS(=O)(=O)/C=C/c2ccc(C)cc2)cc1 (configuration not stated)
  Tn6 DDE FP = 8
  GAA850 FXN act = -0.3
  HGIII-sPLA2 inh = -16
  GC-A act = 1
  rCAG binder = 5
  GC-B act = 4
  proKLK7 act = 0.1
  ARFGAP1 inh = -1
  ADAM10 inh = 3
  ASAP1 GAP inh = -1
